# Source: PubChem BioAssay (Broad Institute)
# RAD52 anneal inh = blocks human RAD52 DNA annealing | recombinant RAD52 DNA annealing, FRET fluorescence | inhibition, % at 18.7 µM | P43351 | AID 651710 | 360,000 compounds, 0.46% hits;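 active = every replicate showing at least 50% inhibition; inconclusive = mean inhibition at least 50% but not in every replicate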
# Target sequence (P43351 whole entry, looked up): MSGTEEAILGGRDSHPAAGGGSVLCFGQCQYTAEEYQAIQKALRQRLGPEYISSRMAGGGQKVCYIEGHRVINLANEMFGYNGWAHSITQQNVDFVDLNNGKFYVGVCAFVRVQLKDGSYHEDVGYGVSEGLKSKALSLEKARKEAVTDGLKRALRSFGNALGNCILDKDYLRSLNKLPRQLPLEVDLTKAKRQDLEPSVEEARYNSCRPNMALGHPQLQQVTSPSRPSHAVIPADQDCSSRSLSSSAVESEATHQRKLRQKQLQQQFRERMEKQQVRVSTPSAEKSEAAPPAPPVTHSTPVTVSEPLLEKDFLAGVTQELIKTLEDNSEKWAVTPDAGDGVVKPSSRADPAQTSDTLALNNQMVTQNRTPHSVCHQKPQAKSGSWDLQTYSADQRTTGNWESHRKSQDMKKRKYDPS
# E-sel inducer = induces E-selectin expression in human endothelial cells; P16581; activation, % at 7.58 µM; HUVEC E-selectin immunofluorescence imaging; normalized: neutral wells 0, TNF-alpha wells 100; 260,000 compounds, 0.37% hits;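 active = mean E-selectin-positive cell signal at least 10% of the positive control, reached in at least 60% of replicates, without over 20% cell loss; inconclusive = no rule given, readout overlaps actives, possibly toxicity-flagged; inactive = the rest, including those meeting only one limit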;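 note: in these data hits start at about 27%; measured in HUVEC primary endothelial cells; signal is the percent of cells scored E-selectin positive by PE staining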
# Target sequence (P16581 whole entry, looked up): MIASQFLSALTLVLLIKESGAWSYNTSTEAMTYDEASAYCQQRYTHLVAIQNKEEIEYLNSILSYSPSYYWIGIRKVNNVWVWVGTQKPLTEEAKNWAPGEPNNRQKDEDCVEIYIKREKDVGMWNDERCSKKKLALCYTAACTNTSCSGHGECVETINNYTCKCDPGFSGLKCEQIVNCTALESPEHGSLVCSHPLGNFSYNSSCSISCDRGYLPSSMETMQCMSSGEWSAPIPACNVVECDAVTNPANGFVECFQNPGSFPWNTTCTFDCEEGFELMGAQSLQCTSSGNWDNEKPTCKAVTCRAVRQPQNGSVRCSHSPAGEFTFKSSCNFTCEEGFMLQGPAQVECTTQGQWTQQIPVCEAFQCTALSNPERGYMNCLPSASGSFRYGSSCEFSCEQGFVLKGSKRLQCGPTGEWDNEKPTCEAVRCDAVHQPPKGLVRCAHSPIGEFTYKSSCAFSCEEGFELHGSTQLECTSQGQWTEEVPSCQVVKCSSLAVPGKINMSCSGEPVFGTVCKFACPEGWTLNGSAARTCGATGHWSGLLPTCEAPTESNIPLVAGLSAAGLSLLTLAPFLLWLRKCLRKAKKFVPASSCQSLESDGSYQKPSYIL
#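 Test system: HUVEC | Signal: Immunofluorescence imaging | Read-out: Percent E-selectin-positive cells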
# DENV2 CPE = protects cells from dengue virus 2 cytopathic effect. DENV2-infected cells, cytopathic effect rescue, plate reader. CPE inhibition, % at 9.99 µM. 350,000 compounds, 1.7% hits. AID 651640; in the data active = CPE inhibition above about 20%, passing the limit was not always enough; inconclusive = no clear call, values can overlap the other calls; tested in BHK-21 cells;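 note: 0% = median of neutral control wells and 100% = median of positive control wells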
# Casp6 inh = caspase-6 (human) enzyme inhibition; 350,000 compounds, 0.53% hits; purified caspase-6, Z-VEID-R110 cleavage fluorescence; AID 686996; inhibition, % at 12.5 µM;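 active = mean inhibition across replicates at least about 35%, with every replicate also reaching that limit, limit read from the data; inconclusive = only one of the two criteria met; inactive = neither criterion met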;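 note: 0% = median of neutral control wells and 100% = no fluorescence left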
# Xi reactivation = X-chromosome reactivation activator. AID 743238. activation, % at 7.58 µM. 360,000 compounds, 0.055% hits. XiGFP mouse fibroblasts, % GFP-positive cells imaging, 3 d; cells co-treated with 5-aza-dC sensitizer; scaled so ellipticine positive control = 100%;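 active = mean normalized replicate activation at least 10% and every replicate at or above 10%; inconclusive = only one of the two criteria met; inactive = mean below 10% and not all replicates reach 10%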;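 note: 0% = median of on-plate neutral control wells and 100% = ellipticine 6 µM median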
#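 System: SV40-immortalized XiGFP fibroblast cells, line 68-5-11 / Incubation: 3-day compound exposure, then 15 min fixation at room temperature / Compound: single concentration per compound, delivered by pin transfer / Buffer or medium: DMEM plus 5-aza-dC sensitizer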
# F508del corr = correctors of CFTR F508del function in bronchial epithelial cells | CFBE cells, YFP halide quenching; stimulated with forskolin plus potentiator P3; % fluorescence drop versus neutral controls | activity (quench increase), % at 7.58 µM | 350,000 compounds, 0.36% hits | AID 720511;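 active = mean added fluorescence quench of at least 8% versus neutral control, with both replicates also reaching 8%; inconclusive = only one of the mean or replicate conditions met; inactive = mean below 8% and not both replicates reaching 8%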;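 note: cells transiently co-express mutant CFTR-F508del with the halide-sensitive YFP; corrector assay measuring rescue of mutant channel to the surface after 24 h compound exposure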
# RAD54 inh = inhibitors of human RAD54 branch migration | inhibition, % at 10.4 µM | 360,000 compounds, 0.14% hits | RAD54 Holliday junction branch migration, FAM/BHQ fluorescence | Q92698 | AID 602329;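 active = mean normalized replicate activity at least 40 and at least half of replicates scoring 40 or more; inconclusive = only one of the two criteria met; inactive = mean below 40 and under half of replicates reaching 40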;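 note: 0% = median of neutral control wells and 100% = median of positive control wells; inhibitors cause a drop in the FAM fluorescence signal; in these data hits start at about 50%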
# INS-1E GSIS act = GLuc luminescence reporter in INS-1E cells, primary screen for activators of glucose-dependent secretion of insulin. 370,000 compounds, 0.61% hits. INS-1E GLuc reporter insulin secretion, 2-3 h. activation, % at 16.6 µM;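 active = lowest replicate activation of at least 40%, so every replicate reaches that level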;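 note: 0% = median of neutral control wells and 100% = median of IBMX positive control wells; some compounds called inactive have numbers as strong as hits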
# Active calls of the source: *; ? = inconclusive; . = no result given; & = joins results of further samples.
SMILES,RAD52 anneal inh,E-sel inducer,DENV2 CPE,Casp6 inh,Xi reactivation,F508del corr,RAD54 inh,INS-1E GSIS act
COc1ccc(NS(=O)(=O)c2cc(N)ccc2N2CCCC2)cc1,-4,0.0,12,0,0.0,2.7,5,4
O=C(Nc1ccc(F)cc1)Nc1ccc2c(c1)[C@H]1C[C@@H](CC(=O)N3CCCCC3)O[C@H](CO)[C@H]1O2,.,-0.2,16,.,-0.1,0.4,-13,-2
Cc1ccc(NC(=O)CN(C)C(=O)Cc2c(Cl)cccc2Cl)cc1,-73,.,-1,1,0.0,1.8,-5,-23
COc1ccc(-c2csc(NC(=O)C3CSC4(C)CCC(=O)N34)n2)c(OC)c1 (stereo not given),-10,0.0,?,2,0.0,-2.8,4,-4
Cc1ccc2c(cnn2C(=O)CCCC(=O)NCc2cccc(F)c2)c1,-14,2.8,1,-1,1.1,-2.2,11,1
Cc1ccc(S(=O)(=O)NCc2ccccc2)cc1C(=O)N(C)Cc1ccccc1F,-11,-0.9,16,-1,-0.1,0.4,0,-38
O=C(C[C@H]1C[C@H]2c3cc(NC(=O)C4CCC4)ccc3O[C@H]2[C@@H](CO)O1)NCc1ccncc1,3,0.0,-2,3,0.2,-2.5,6,7
Cc1ccccc1Nc1nnc(C)c(=O)n1N,-10,.,5,1,.,0.2,4,3
Cc1ccc2nsnc2c1NC(=O)Cc1ccc(Cl)cc1,-14,-4.4,2,-2,0.0,0.0,-6,12
Cc1cc(=O)n2nc(N3CCCC(C(=O)NCCCN4C(C)CCCC4C)C3)sc2n1 (stereo not given),-6,.,-2,-8,0.0,.,-2,.
C[C@@H]1CCCCO[C@@H](CN(C)C(=O)Nc2ccc3c(c2)OCO3)[C@@H](C)CN([C@@H](C)CO)C(=O)c2cc(NC(=O)Nc3cccc4ccccc34)ccc2O1,-11,-0.1,61*,0,0.8,-0.1,.,12
CNC(=O)C[C@H]1CC[C@@H]2[C@@H](COc3ccc(NS(=O)(=O)c4cccc(F)c4)cc3C(=O)N2C)O1,-10,0.0,4,-1,0.1,-0.5,-21,2
O=c1[nH]nc(SCc2ccccc2Cl)n1-c1ccc2c(c1)OCCO2,-17,.,4,0,0.0,1.3,-3,-2
CC(=O)Nc1ccc2sccc2c1,-3,.,-2,.,-0.1,0.0,.,-1
O=C(NC1CCC1)C1CCC(=O)N(Cc2ccccc2F)C1 (stereo not given),6,.,11,-3,0.0,0.2,-3,-2
S=C(NCCc1ccccc1)N1CCN(Cc2ccccc2)CC1,-16,-0.3,8,-1,0.0,1.5,.,-22
COc1cccc(-c2cc3nc(NCCOc4ccccc4Cl)n(C)c(=O)c3s2)c1,-10,-0.1,-7,5,0.2,0.1,-4,7
Cc1ccc(S(=O)(=O)c2nc(S(=O)(=O)c3ccccc3)sc2N2CCN(CCO)CC2)cc1,-12,0.0,2,-2,0.2,-2.1,12,-9
CC1CCc2[nH]c3ccc(C(=O)Nc4ccc(C(=O)N(C)C)cc4)cc3c2C1 (stereo not given),-16,0.2,2,5,-0.1,0.8,12,-12
C[C@@H]1CN([C@@H](C)CO)C(=O)c2cc(NC(=O)C3CC3)ccc2O[C@@H]1CN(C)C(=O)Nc1ccc(F)cc1,10,-0.5,-3,-3,-0.1,-0.6,5,-1
COc1ccc(OC)c(S(=O)(=O)N2CCCC(C(=O)N3CCCCCC3)C2)c1 (stereo not given),-8,-0.3,-4,3,-0.1,1.1,-10,-10
C[C@@H]1CN([C@H](C)CO)S(=O)(=O)c2ccc(C3=CCCCC3)cc2O[C@@H]1CN(C)C(=O)Nc1ccc2c(c1)OCO2,17,0.4,2,-5,-0.5,-1.8,-1,-13
O=C(O)CP(=O)(O)O,-5,1.4,-3,1,0.9,-4.9,-1,.
CCCN1C[C@H](C)[C@H](OC)CN(C)C(=O)c2ccc(NC(=O)Nc3cccc(F)c3)cc2OC[C@H]1C,19,-0.2,25*,1,0.0,-0.4,.,-14
CCOC(=O)C1=C(O)C(=O)N(c2ccc(S(N)(=O)=O)cc2)C1c1cccc([N+](=O)[O-])c1 (stereo not given),3,-1.0,3,5,0.0,2.6,.,-5
# More results follow.
SMILES,RAD52 anneal inh,E-sel inducer,DENV2 CPE,Casp6 inh,Xi reactivation,F508del corr,RAD54 inh,INS-1E GSIS act
CO[C@@H]1CN(C)C(=O)c2cc(NC(=O)Nc3cc(F)ccc3F)ccc2OC[C@H](C)N(C(=O)c2cnccn2)C[C@H]1C,3,-0.2,10,0,0.2,-0.6,8,-16
COc1ccc(CNC(=O)CN2CCC(NC(=O)c3ccc(OC)cc3)CC2)cc1,-4,.,-2,7,0.2,0.2,9,-10
CCOC(=O)c1ccc(N2Cc3ccccc3C2)cc1O,-45,.,-6,2,.,-1.2,4,-6
Cc1cccc(NC(=O)CCC(=O)Nc2nnc(C3CCCCC3)s2)c1,-11,5.3,2,0,0.0,4.2,7,15
CCCSc1nc2cc(S(=O)(=O)N3CCOCC3)ccc2n1CC,7,.,10,12,0.2,3.3,3,-1
O=C(CSc1nc(O)cc(=O)[nH]1)N1c2ccccc2Sc2ccccc21,-20,.,3,9,0.0,-0.8,-1,0
CC(C#N)N1CCN(S(=O)(=O)c2ccc3c(c2)CCC3)CC1 (stereo not given),-10,.,3,-1,0.0,2.1,0,7
Cc1cc(-c2nnc(CCC(=O)N3CCN(Cc4cccnc4)CC3)o2)c(C)o1,-12,-0.3,-2,3,0.0,2.1,3,-2
Cc1ccc(S(=O)(=O)N[C@@H]2CC[C@H](CCn3cc(C(C)C)nn3)O[C@H]2CO)cc1,-8,-0.9,5,6,0.0,0.1,-18,4
CCN(CC)S(=O)(=O)c1cccc(NC(=O)c2ccc(C#N)cc2)c1,-26,-0.1,?,0,0.0,2.0,.,-9
C[C@@H]1CN([C@H](C)CO)C(=O)c2cc(C#Cc3cccc(F)c3)cnc2O[C@@H]1CN(C)C(=O)C1CCCCC1,-3,0.2,-10,0,-1.3,-2.5,5,-16
Cc1ccc(S(=O)(=O)N2CCN(C3CC(=O)N(c4ccc(F)cc4)C3=O)CC2)cc1C (stereo not given),-11,-0.3,0,5,-0.9,-0.7,8,.
COc1ccc(-c2noc(-c3ccccc3F)n2)cc1,-47,0.3,?,-5,0.5,-0.5,1,2
O=C(CSc1nc2c(c(=O)[nH]1)CN(Cc1ccc(F)cc1)CC2)Nc1ccc(F)cc1,-19,.,-4,1,0.1,-2.3,.,-1
Nc1nc(CCl)nc(Nc2cccc3ccccc23)n1,-19,.,-14,-1,0.1,-1.3,-8,.
CCC(C)[C@H](NS(=O)(=O)c1ccc(C)cc1)C(=O)N1CCC(C(=O)N[C@H](C(=O)O)c2ccccc2)CC1 (stereo not given in full),-3,.,0,-2,.,2.5,5,-6
COCCN(C(=O)COC(=O)c1c(NC(C)=O)sc(C)c1C)c1c(N)n(Cc2ccccc2)c(=O)[nH]c1=O,-25,0.5,0,2,0.0,3.5,.,0
Cc1ccccc1C(=O)Nc1ccnn1C1CCN(CCCc2ccccc2)CC1,-18,0.1,2,0,0.1,1.0,-11,9
CC(C)(C)c1ccc(OCC(=O)Nc2ccc(C(=O)Nc3ccccc3C(=O)O)cc2)cc1,-17,-0.7,0,0,0.0,-0.7,15,11
CCC(Sc1nnnn1-c1ccccc1)C(=O)NC(C)c1ccccc1 (stereo not given),-9,.,-1,1,.,-1.7,.,-14
Cc1nn(-c2ccc(C(=O)O)cc2)c2c1C(=O)CC(C)(C)C2,15,-0.1,-2,0,0.0,0.0,.,-2
CNC(=O)C[C@H]1CC[C@H]2[C@@H](COc3ccc(NS(=O)(=O)c4ccc(F)cc4)cc3C(=O)N2C)O1,.,0.3,-5,.,0.2,2.4,-17,2
COCCNC(=O)c1cccc2c1-c1ccccc1C2=O,-12,.,-2,-3,0.2,-2.1,1,-12
NC(=O)c1ccc(-c2noc(-c3ccccc3F)n2)cc1,-9,-0.1,10,0,0.1,-3.9,-16,8
CCOC(=O)C1(Cc2ccccc2Cl)CCN(S(=O)(=O)N(C)C)CC1,-12,.,4,-1,0.0,1.3,.,-4
# Carrying on:
SMILES,RAD52 anneal inh,E-sel inducer,DENV2 CPE,Casp6 inh,Xi reactivation,F508del corr,RAD54 inh,INS-1E GSIS act
CCN(CC)CCn1c2c(c(SCC(=O)Nc3cc(C)on3)nc1=O)CCCC2,10,0.4,?,5,0.0,-2.6,-6,7
O=C(NCCCc1ccccc1)c1cccc(NC(=O)c2ccccc2)c1,2,2.3,17,.,-0.1,-1.8,-6,-13
CCOc1ccc(N2C(=O)CC(N(CCc3ccc(OC)c(OC)c3)C(=S)Nc3ccccc3)C2=O)cc1 (stereo not given),-23,-1.2,-15,1,0.0,.,.,.
O=C(Nc1cccc(Cl)c1)c1cc(F)cc2c1OCOC2,-10,.,-1,1,0.0,-1.0,.,-2
CC(=O)Nc1ccc(S(=O)(=O)Oc2ccccc2N2C(=O)C3C4CCC(C4)C3C2=O)cc1 (stereo not given),-19,.,0,-4,0.0,-1.9,3,-33
NNC(=O)c1cccn(Cc2ccc(Cl)cc2Cl)c1=O,-12,0.5,1,0,0.0,-1.9,10,16
CCOC(=O)/C=C/[C@H]1CC(c2ccccc2)(c2ccccc2)CO1,-5,-0.3,-3,.,0.0,1.7,-5,-1
CCN(C(=O)Cc1c(C(=O)O)n(C)c2ccccc12)c1cccc(C)c1,-8,0.0,14,1,0.0,0.5,.,-2
C/C(Cn1nnc2ccccc21)=N\OC(=O)c1cc(F)c(F)cc1Cl,-9,.,9,3,0.4,1.2,.,7
C=CCN1[C@@H](Cc2ccccc2)COc2cc(N3CCSCC3)ccc2S1(=O)=O,-14,0.0,-12,-3,-0.1,1.0,.,-16
Cc1nc(N2CCCCC2)c2c(-c3cccs3)csc2n1,-42,2.5,2,2,0.0,-1.8,.,-9
CCS(=O)(=O)N1Cc2ccccc2CC1C(=O)OCC(=O)N(C(C)C)C(C)C (stereo not given),-4,.,2,3,0.0,1.3,-3,-5
C[C@H](CO)N1C[C@H](C)[C@H](CN(C)C(=O)NC2CCCCC2)Oc2ncc(C#CCN(C)C)cc2C1=O,-8&-13,-0.1,-1&-1,-14&-18,-1.0,.,-3&-2,10
COc1ccc(OC)c(C(=O)NC(CC(N)=O)c2ccc(NCCN3CCCCC3)c([N+](=O)[O-])c2)c1 (stereo not given),0,0.6,-5,-3,-0.1,-3.1,10,.
CCN1CCN(C(=O)C(N)Cc2ccccc2)CC1 (stereo not given),1,.,3,-37,0.0,-1.3,.,11
CCn1c(=O)c([N+](=O)[O-])c(N2CCSCC2)c2ccccc21,0,0.1,3,2,0.1,1.4,-12,-16
Cc1ccc(C(=O)NCc2cccs2)cc1S(=O)(=O)N1CCCCC1,-10,.,4,2,.,-2.1,-2,-1
O=C(NCc1cc(C(F)(F)F)cc(C(F)(F)F)c1)C1CC(c2ccc(C(F)(F)F)cc2)=NO1 (stereo not given),-23,0.1,10,2,-0.1,-1.3,1,-5

# Pulled by compound from the list above, 2 records:
SMILES,RAD52 anneal inh,E-sel inducer,DENV2 CPE,Casp6 inh,Xi reactivation,F508del corr,RAD54 inh,INS-1E GSIS act
Cc1ccc(C(=O)NCc2cccs2)cc1S(=O)(=O)N1CCCCC1,-10,.,4,2,.,-2.1,-2,-1
O=C(NCc1cc(C(F)(F)F)cc(C(F)(F)F)c1)C1CC(c2ccc(C(F)(F)F)cc2)=NO1 (stereo not given),-23,0.1,10,2,-0.1,-1.3,1,-5
